TRPML3 ag = human mucolipin-3 channel agonism | activation, % at 3 µM | HEK293 TRPML3-YFP, Fluo-8 calcium fluorescence; 100% = the carbachol control signal | AID 1448 | Q8TDD5 | 220,000 compounds, 0.29% hits;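 active = activation above its plate's cutoff, the mean activation of the plate's test wells plus 3 SD, cut at about 12% in these data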;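 note: 0% = DMSO only wells and 100% = carbachol wells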
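Test system: HEK293 cells stably carrying human TRPML3-YFP; Doses: single dose, 3 µM final nominal compound, 0.3% DMSO final; Schedule: dye loading 1 h 37 °C then 30 min ambient, 125 s read; Technique: Fluo-8 calcium fluorescence; Benchmarks: high control carbachol 87 µM, low control DMSO.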
CHOP inh = inhibitors of CHOP induction in ER stress response; CHO-K1 CHOP-promoter luciferase, tunicamycin-induced, 15-18 h; inhibition, % at 10 µM; 220,000 compounds, 3.8% hits; AID 2732;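 active = compounds that reduced the stress-induced luciferase reporter signal by more than about 70% of percent inhibition, limit read from the data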;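 note: 0% = tunicamycin plus vehicle and 100% = wells without tunicamycin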
NPY1 pot ag = potentiators or agonists of human neuropeptide Y receptor Y1 | P25929 | NPY-Y1 expressing cells, potentiator/agonist activation | activation, % at 3.6 µM | 220,000 compounds, 0.37% hits; in the data active = activation above about 33%, passing the limit was not always enough;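 note: cells stimulated with NPY at EC10 then isoproterenol at EC100; 0% = low agonist plus stimulus and 100% = saturating agonist plus stimulus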
PGE2 EP2 inh = EP2 receptor (human) inhibition; P43116; AID 1422; inhibition, % at 25 µM; 260,000 compounds, 0.52% hits; C6 glioma cells expressing human EP2, cAMP TR-FRET; cells stimulated with saturating PGE2;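 active = percent inhibition above 40 after rounding to a whole number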;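 note: rat C6 glioma host cells with rolipram phosphodiesterase inhibitor present; the protocol text gives 20 µM as final concentration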
Target sequence (P43116 whole entry, looked up): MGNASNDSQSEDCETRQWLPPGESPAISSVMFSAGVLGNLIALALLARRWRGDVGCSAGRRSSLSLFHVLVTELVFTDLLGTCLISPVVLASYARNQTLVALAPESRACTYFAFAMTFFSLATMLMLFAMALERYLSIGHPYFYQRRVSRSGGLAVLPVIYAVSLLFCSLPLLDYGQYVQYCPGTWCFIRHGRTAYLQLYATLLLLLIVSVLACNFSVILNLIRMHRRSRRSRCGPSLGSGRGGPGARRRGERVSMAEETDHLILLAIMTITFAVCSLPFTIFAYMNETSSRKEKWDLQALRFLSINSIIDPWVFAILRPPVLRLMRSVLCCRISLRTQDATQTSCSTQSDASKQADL
NPY Y1 blocker = NPY-Y1 (human) receptor antagonism | P25929 | HEK293-CNG Y1 cells, membrane potential fluorescence; NPY at EC95, then isoproterenol | inhibition, % at 3.6 µM | 200,000 compounds, 1% hits;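 active = inhibition above the campaign mean inhibition of all tested compounds plus 3 SD, cut at about 20% in these data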;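 note: 0% = DMSO wells given NPY plus isoproterenol and 100% = isoproterenol alone without NPY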
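material = HEK293 cells with Y1 receptor plus CNG channel | also added = NPY 25 nM then isoproterenol 1 µM plus Ro 20-1724 25 µM | schedule = dye 3 h, compound 60 min room temperature, stimulation 45 min | measured by = membrane potential fluorescence | benchmarks = high control isoproterenol alone, low control NPY with isoproterenol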
14-3-3 Bad PPI = disrupts binding of bovine 14-3-3 zeta to phospho-Bad peptide; P63103; TR-FRET 14-3-3zeta/Dy647-pBad peptide displacement, 1 h; inhibition, % at 21.7 µM; 220,000 compounds, 0.71% hits; AID 781;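 active = inhibition above about 70%, limit read from the data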;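 note: 0% = full 14-3-3 plus peptide FRET controls and 100% = background without 14-3-3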
Target sequence (P63103 whole entry, looked up): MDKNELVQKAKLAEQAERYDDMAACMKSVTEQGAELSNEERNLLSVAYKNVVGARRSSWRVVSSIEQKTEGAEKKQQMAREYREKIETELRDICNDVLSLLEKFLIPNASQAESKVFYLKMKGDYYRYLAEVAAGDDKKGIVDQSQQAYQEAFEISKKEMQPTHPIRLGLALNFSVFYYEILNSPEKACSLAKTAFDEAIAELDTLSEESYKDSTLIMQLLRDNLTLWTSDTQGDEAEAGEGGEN
PPC-1+TRAIL kill = kills PPC-1 cancer cells in the presence of TRAIL | cell killing (% activity), % at 4 µM | 220,000 compounds, 0.41% hits | PPC-1 cells + TRAIL, ATPLite viability luminescence | AID 1443;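 active = cell killing above 50% in the first pass at 4 µM, then a duplicate retest at 5 µM averaging 50% or more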;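 note: plate controls were cells with TRAIL plus DMSO for no effect and medium-only wells lacking cells for full effect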
EP2 modulator = modulators of human EP2 prostaglandin E2 receptor; P43116; EP2-expressing cells, cAMP HTRF FRET, PGE2 co-stimulation; induction, % at 25 µM; 260,000 compounds, 0.83% hits;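 active = compounds whose cAMP rise, as percent of the full-agonist control response, exceeds 60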;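 note: rat C6 glioma line stably carrying human EP2 under a CMV promoter; the protocol text gives 20 µM as final concentration; 100% = response of wells given 1 µM PGE2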
zfTRPN1 agonist = agonists of zebrafish TRPN1 channel. HEK293 zebrafish TRPN1-YFP, Fluo-8 calcium fluorescence; 100% = response to 87 µM carbachol. activation, % at 3 µM. 220,000 compounds, 0.18% hits. AID 1424;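 active = activation above its plate's cutoff, the mean activation of test wells on that plate plus 3 SD, cut at about 19% in these data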;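 note: 0% = DMSO alone and 100% = 87 µM carbachol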
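Material: zebrafish TRPN1-YFP in HEK293 cells; Doses: single test compound dose, 3 µM nominal, 0.3% DMSO; Timing: dye loading 1 h at 37 °C, then 30 min room temperature; Technique: intracellular calcium fluorescence with Fluo-8; Benchmarks: high carbachol 87 µM, low DMSO alone.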
Starred values were filed as active, the others as inactive; x = not tested or not shown; & = joins results of further samples; [ ] = dose if it differs, or a comment.

nr	SMILES	TRPML3 ag	CHOP inh	NPY1 pot ag	PGE2 EP2 inh	NPY Y1 blocker	14-3-3 Bad PPI	PPC-1+TRAIL kill	EP2 modulator	zfTRPN1 agonist
1	CCOC(=O)c1c(NC(=O)CSc2nnc(C)c(=O)[nH]2)sc(C)c1C	-2.5	16	7	6	5	-15	36	13	1.3
2	COc1ccc(OC)c(C(=O)CSc2nc3ncccc3[nH]2)c1	0.0	21	-12	4	-1	17[fluorescence artefact?]	14	26	1.1
3	COc1ccc(NC(=O)Nc2ccc3nsnc3c2)cc1	3.7	5	9	14	-15	2	19	-47	13
4	C=CCc1cccc2cc(C(=O)NCc3cccnc3)c(=O)oc12	0.7	-3	-2	10	-5	-11	20	28	0.4
5	O=c1c2c(nc3cc(-c4cccc(Cl)c4)[nH]n13)CCCC2	0.1	19	-4	9	1	4	40	-8	1.2
6	Cc1ccc(S(=O)(=O)NCCN2CCOCC2)c(C)c1C	0.7	34	-1	4	0	-7	10	4	0.9
7	CC(=O)Nc1ccc(NC(=O)C2CCCN(c3ncccn3)C2)cc1 (centres undefined)	0.6	-2	-31	10&4	15	-11	-10	-67&-1	-0.5
8	O=C(NC1CS(=O)(=O)CC1NCc1ccco1)c1ccccc1 (centres undefined)	1.0	14	-9	6	-9	10	-6	-2	-0.1
9	Cc1ccc(C)c(NC(=S)NC(C)C(c2cccs2)N2CCOCC2)c1 (centres undefined)	0.2	13	6	11	0	1[fluorescence artefact?]	10	17	-1.4
10	COc1cccc(-n2nc(C(N)=O)c(O)cc2=O)c1	0.2	28	-18	1	0	-17	-15	40	2.0
11	O=C(Nc1nccs1)c1ccc(S(=O)(=O)c2ccccc2)cc1	-0.1	53	-3	13	-1	6	30	-12	1.2
12	CC(C)Oc1cccc(C(=O)Nc2ccccc2N2CCOCC2)c1	-1.9	74*	4	8&6	2	-12	-11	2&-13	-0.2
13	COc1ccc(-n2nnnc2SCC(=O)c2ccc(OC)c(OC)c2)cc1	0.9	14	-23	12	-1	-10	6	-32	2.6
14	Cc1ccc(N=c2sc(C)c(C)n2C)cc1	0.8	-33	-9	7	1	9	12	21	-0.5
15	CC1=CC2(O)OCCN(CCO)C2=CC1=O (centres undefined)	0.7	-7	-7	22	-2	16	16	20	1.2
16	Cc1ccc(C(=O)N[C@@H](C)CN2C3=NC[C@H](C(C)C)N3C[C@H]2Cc2ccc(O)cc2)cc1Br	-1.4	-16	-6	23	0	0	9	-34	-1.5
17	Cc1cc2cc3c(=O)[nH]c(=O)[nH]c3nc2cc1C	0.6	-24	-7	15&10	x	-14	5	-1&30	-0.6
18	CCN1C(=O)C(C(=O)c2ccccc2)SC1=S (centres undefined)	1.9	12	15	6	2	-7	10	-22	1.2
19	CCCCC(=O)N1CC2(C)CN(C(=O)CCCC)CC(C)(C1)C2=O	-0.5	-9	23	9	0	-12	2	29	-0.1
20	Cc1cc(C)cc(NS(=O)(=O)c2ccc(F)cc2)c1	-0.4	11	-1	9	x	-2	-2	1	-1.8

(listing goes on)
nr	SMILES	TRPML3 ag	CHOP inh	NPY1 pot ag	PGE2 EP2 inh	NPY Y1 blocker	14-3-3 Bad PPI	PPC-1+TRAIL kill	EP2 modulator	zfTRPN1 agonist
21	CCN(CC)c1ccc(/C=C/C(=O)C2C(=O)C=C(C)OC2=O)cc1 (centres undefined)	16*	-13	2	17	8	-13	x	2	35*
22	CCOc1ccc(C(C)=O)cc1N1C(=O)C2C(C1=O)C1C=CC2C12CC2 (centres undefined)	0.2	-5	10	13	2	8	12	8	0.4
23	O=C1c2ccccc2C(=O)N1CCCCN(C(=O)c1cc([N+](=O)[O-])cc([N+](=O)[O-])c1)c1ccc(Cl)cc1	0.0	12	-4	5	4	-15	-1	18	-0.4
24	COc1ccc(CCNC(=O)Cc2ccc(OC)c(OC)c2)cc1OC	0.5	13	-2	10	0	2	-2	19	0.9
25	CCOC(=O)c1[nH]c2ccc(Cl)cc2c1NC(=O)/C=C/c1ccc2c(c1)OCO2	0.8	48	10	0	2	-9	26	13	0.1
26	CN(Cc1cccs1)C(=O)COC(=O)CNC(N)=O	1.1	-10	-1	4	-1	-4	4	7	2.1
27	COc1ccc2c(c1)CC(C1(O)C(=O)N(C)c3ccccc31)C2=O (centres undefined)	1.6	-37	20	9	1	74*	-1	-1	-0.6
28	Cc1nn(-c2ccccc2)c(Cl)c1/C=N/NC(N)=O	1.2	-3	-4	3	x	2	-3	-3	1.0
29	CCNC(=S)NNC(=O)c1cccc(Br)c1	0.1	32	-4	13	-2	-5	7	9	1.2
30	COc1ccc(S(=O)(=O)N(C)C2CCN(C)CC2)cc1	0.1	-13	-13	10	-5	3	7	-5	0.5
31	CC(C)c1cc(C(=O)Nc2cccnc2)no1	0.9	-19	-11	7	1	37[fluorescence artefact?]	-10	-2	0.5
32	O=C(CSc1nnc2c(n1)[nH]c1ccccc12)Nc1ccc(N2CCOCC2)cc1	-0.5	34	-14	11	x	4	28	-26	-0.5
33	Cc1c(NC(=O)CCCCCN2C(=O)c3ccccc3C2=O)c(=O)n(-c2ccccc2)n1C	1.2	-5	-15	8	6	-7[fluorescence artefact?]	19	12	0.6
34	CC(C(=O)NCc1ccco1)n1nc(-c2ccccc2)c2cc(Cl)ccc21 (centres undefined)	0.8	12	15	12	7	4	-5	22	0.9
35	Cc1[nH]ccc(=O)c1OC1OC(CO)C(O)C(O)C1O (centres undefined)	0.2	43	-2	4	0	-4	13	13	1.6
36	Cc1cc(-c2onc(C)c2C(=O)N/N=C/c2ccccc2)no1	0.2	11	17	8	x	-11	5	-10	0.7
37	COc1cccc(N2C(=O)C3ON(c4ccccc4)C(c4cccs4)C3C2=O)c1 (centres undefined)	0.7	21	-3	8	4	-3	10	27	0.1
38	CC(C)(C)c1ccc(CNc2ccc([N+](=O)[O-])cn2)cc1	-0.1	87*	-5	5	0	-8	15	4	0.4
39	Cc1ccc(/C=C2\CCCC3=C2NC(=S)NC3c2ccc(C)cc2)cc1 (centres undefined)	-0.1	67	0	10	-2	0	-4	38	-0.3
40	CC(C)N1CCc2c(sc(N)c2C#N)C1	x	39	x	11	x	-18	3	18	x

(list continues)
nr	SMILES	TRPML3 ag	CHOP inh	NPY1 pot ag	PGE2 EP2 inh	NPY Y1 blocker	14-3-3 Bad PPI	PPC-1+TRAIL kill	EP2 modulator	zfTRPN1 agonist
41	COC(=O)c1ccccc1NC(=O)C1CCN(C(=O)c2cc(OC)cc(OC)c2)CC1	-0.6	3	-25	7	4	-14	4	28	-0.3
42	c1n[nH]c(NC2=NCCC2)n1	0.4	58	13	5	-1	2	15	14	1.9
43	COc1ccc(CSc2nc(C)cc(=O)[nH]2)cc1Br	0.6	7	-19	9	3	-3	12	2	1.4
44	COc1ccc(OC(C)C(=O)N2CCCc3ccccc32)cc1 (centres undefined)	-0.5	4	15	14	1	-2	1	-15	-2.7
45	CCn1cc(C(=O)NCc2ccccc2Cl)cn1	1.2	7	0	10	-3	-5	22	17	0.2
46	CC(OC(=O)COc1ccccc1[N+](=O)[O-])C(=O)Nc1ccc(N2CCOCC2)cc1 (centres undefined)	0.7	-17	-13	14	2	4	x	19	0.7
47	O=C(c1cc(F)ccc1F)C1CCCN(C(=O)c2cccs2)C1 (centres undefined)	-0.5	27	2	7	6	0	-8	-15	-0.5
48	CC(OC(=O)c1ccc(Cl)c(S(=O)(=O)Nc2ccc(F)cc2)c1)C(=O)NC(N)=O (centres undefined)	0.7	4	0	5	x	-2	14	-27	1.8
49	COC(=O)CSc1nc(SCc2ccccc2Cl)nc2c1CCCC2	-0.2	1	-49	22	3	0	5	25	-0.4

Nine structures already listed, arranged by molar mass, highest first.
nr	SMILES	TRPML3 ag	CHOP inh	NPY1 pot ag	PGE2 EP2 inh	NPY Y1 blocker	14-3-3 Bad PPI	PPC-1+TRAIL kill	EP2 modulator	zfTRPN1 agonist
48	CC(OC(=O)c1ccc(Cl)c(S(=O)(=O)Nc2ccc(F)cc2)c1)C(=O)NC(N)=O (centres undefined)	0.7	4	0	5	x	-2	14	-27	1.8
46	CC(OC(=O)COc1ccccc1[N+](=O)[O-])C(=O)Nc1ccc(N2CCOCC2)cc1 (centres undefined)	0.7	-17	-13	14	2	4	x	19	0.7
49	COC(=O)CSc1nc(SCc2ccccc2Cl)nc2c1CCCC2	-0.2	1	-49	22	3	0	5	25	-0.4
39	Cc1ccc(/C=C2\CCCC3=C2NC(=S)NC3c2ccc(C)cc2)cc1 (centres undefined)	-0.1	67	0	10	-2	0	-4	38	-0.3
43	COc1ccc(CSc2nc(C)cc(=O)[nH]2)cc1Br	0.6	7	-19	9	3	-3	12	2	1.4
47	O=C(c1cc(F)ccc1F)C1CCCN(C(=O)c2cccs2)C1 (centres undefined)	-0.5	27	2	7	6	0	-8	-15	-0.5
44	COc1ccc(OC(C)C(=O)N2CCCc3ccccc32)cc1 (centres undefined)	-0.5	4	15	14	1	-2	1	-15	-2.7
45	CCn1cc(C(=O)NCc2ccccc2Cl)cn1	1.2	7	0	10	-3	-5	22	17	0.2
42	c1n[nH]c(NC2=NCCC2)n1	0.4	58	13	5	-1	2	15	14	1.9

A portion of the library; rates above refer to the full screens.
